14-3-3 PPI: modulators of human 14-3-3 gamma - Raf peptide interaction. FP, 14-3-3gamma / TMR-pS259-Raf peptide binding. 0.19% of 160,000 active. AID 422. P61981. inhibition, % at 40 µM; in the data active means inhibition above about 30%;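 further: 0% = protein plus tracer without compound and 100% = blank with tracer alone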
Target sequence (P61981 whole entry, looked up): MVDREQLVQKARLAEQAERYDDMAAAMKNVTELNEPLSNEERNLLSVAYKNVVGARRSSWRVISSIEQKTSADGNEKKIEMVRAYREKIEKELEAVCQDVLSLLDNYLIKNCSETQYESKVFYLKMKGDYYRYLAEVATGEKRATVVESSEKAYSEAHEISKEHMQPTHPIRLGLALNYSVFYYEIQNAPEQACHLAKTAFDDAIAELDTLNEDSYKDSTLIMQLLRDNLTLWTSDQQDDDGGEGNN
Numbers without * were called inactive; & = joins results of further samples. This is a subset; the hit share may differ from the screen's.

SMILES	14-3-3 PPI
COc1cc2c(cc1OC)C(COc1ccc(F)cc1)N(C(=O)c1ccc(Cl)cc1)CC2 (stereo unspecified)	-2
O=C(CCNS(=O)(=O)c1ccc2c(c1)CCC(=O)N2)NCc1ccc2c(c1)OCO2	-8
Cc1ccccc1CSc1nc2[nH]ncc2c(=O)n1-c1ccccc1C	4
O=C(CN1N=C(c2ccccc2)CCC1=O)NCc1ccc(F)cc1	0
O=C(C1CCN(S(=O)(=O)c2cccc3cccnc23)CC1)N1CCc2ccccc21	-5
COc1cccc(-n2ccnc2SCC(=O)Nc2cc(C(F)(F)F)ccc2Cl)c1	-11
COC(=O)C1=C(C)NC2=C(C(=O)CC(c3cccs3)C2)C1c1ccc(C(F)(F)F)cc1 (stereo unspecified)	-4
Cc1ccc(N(C(C)C(=O)N2CCC(C)CC2)S(C)(=O)=O)cc1C (stereo unspecified)	-8
Cc1ccccc1NC(=O)c1ccc(NC(=O)CCS(=O)(=O)c2cccs2)cc1	-2
Cc1cc(C)nc(NC(N)=NCCC(C)C)n1	-12
CCOC(=O)C1=C(C)NC2=C(C(=O)CC(c3ccccc3)C2)C1c1ccccc1OC(C)C (stereo unspecified)	-2
O=C(Nc1nncs1)C1(c2ccccc2)CCCC1	-4
COc1ccc(OC)c(Nc2cc(C(=O)NCc3ccc(F)cc3)c3ccccc3n2)c1	-42
CCOc1ccc(NC(=O)c2cc(S(=O)(=O)NC3CCCCCC3)ccc2F)cc1	-38
CCN1C(=O)/C(=C\N2CCN(c3cccc(Cl)c3)CC2)SC1=S	7
COCCN1C(=O)c2ccccc2C(C(=O)Nc2cnc3ccccc3c2)C1c1ccc(F)cc1 (stereo unspecified)	-3
O=C(NCc1ccccc1)c1c(N=Cc2ccc3c(c2)OCO3)sc2c1CCCC2	-38
O=C(NCc1cccs1)C1CCCN(S(=O)(=O)c2cccnc2)C1 (stereo unspecified)	6
Cc1cc(N2C(=O)CC(N3CCN(c4ccc(C(=O)c5cccs5)cc4)CC3)C2=O)no1 (stereo unspecified)	-10
CCOC(=O)C1=C(C)Nc2nc3ccccc3n2C1c1ccc(F)cc1 (stereo unspecified)	2
CCN(c1ccc(C)c(C)c1)S(=O)(=O)c1ccc2[nH]c(=O)c(=O)[nH]c2c1	11
Cc1nn(-c2ccccc2)c2[nH]c(=O)c(CNCC3CCCO3)cc12 (stereo unspecified)	-5
O=C(COc1ccc(-c2ccccc2)cc1)N1CCN(C(=O)c2cccnc2)CC1	-6
O=CN1CCN(C(=O)CN2C(=O)c3ccccc3C2=O)CC1	0
COc1ccc(Nc2ncc(C(=O)Nc3cc(C)on3)c3ccccc23)cc1	-9
COc1ccc2cc(CN(CCO)C(=O)c3ccccc3F)c(=O)[nH]c2c1	-9
O=c1oc(-c2ccco2)nc2ccccc12	-8&-2
CN(C)c1ccc(C=NCC23CC4CCC(CC(C4)C2)C3)cc1	-4
CCOC(=O)c1cccc(NC(=O)CCn2cccc2)c1	-2
CCOC(=O)Cn1nnc(-c2ccc(S(C)(=O)=O)cc2)n1	6
O=C(CCN1CCN(S(=O)(=O)c2ccc(Br)cc2)CC1)Nc1ccc(F)cc1	-8
Cc1cc(-c2nnc(SCC(=O)N3C(C)CCCC3C)o2)no1 (stereo unspecified)	3
[O-][N+]1=C(c2cccs2)CN(O)C1	-1
[O-][n+]1onc2c1CCc1c-2nc(-c2ccccc2)n1OCc1ccccc1	-5
C=CCn1c(CC(=O)Nc2cccc(OC)c2)nnc1SCC(=O)NC1CCCCC1	4
Cc1cc(N2CCCCC2)nc2ccc(NC(=O)CCC(=O)N(C)C3CCCCC3)cc12	-9
O=C(CSC1=Nc2ccccc2C2=NC(Cc3ccccc3)C(=O)N12)NC1CCCCC1 (stereo unspecified)	-14
CCc1nnc(NC(=O)c2ccc(S(=O)(=O)N3CCCC(C)C3)cc2)o1 (stereo unspecified)	-11
COc1cccc(NS(=O)(=O)c2cnc[nH]2)c1	-8
CCOC(=O)c1nn(-c2ccc(Cl)cc2)c(=O)c2c(NC(=O)c3cccc(OC)c3OC)scc12	-2
CCOCCn1cnc2sc(C(=O)N3CCN(c4ccc([N+](=O)[O-])cc4)CC3)c(C)c2c1=O	-3
O=C(COc1ccc2ccccc2c1)Nc1nc2ccccc2s1	-1
CC1CCCC(NC(=O)CN2C(=O)COc3ccccc32)C1C (stereo unspecified)	-4
O=C(NC1CCCC1)C1c2ccccc2C(=O)N1Cc1ccc2c(c1)OCO2 (stereo unspecified)	-10
CCOC(=O)CNC(=O)c1sc(NC(=O)c2ccccc2F)nc1C	-15
c1ccc(CSc2nnc(SCc3ccccn3)s2)nc1	-6
CC1C(=O)C(C)C(c2cccs2)NC1c1cccs1 (stereo unspecified)	2&-3
CCCCCCn1c(N2CCC(C(N)=O)CC2)nc2c1c(=O)[nH]c(=O)n2C	8
CCCC1=NN(C(=O)C2CC2)C(O)(C(F)(F)F)C1 (stereo unspecified)	-3
CCOC(=O)CNC(=O)c1ccccc1Br	-3
O=C(COC(=O)CCc1ccc(S(=O)(=O)N2CCCCC2)cc1)Nc1ccc2c(c1)OCO2	-2
O=C(CSc1nc(Nc2ccc3c(c2)OCO3)c2ccccc2n1)c1ccccc1	5
Cc1sc2ncn(CC(=O)NCCN3CCOCC3)c(=O)c2c1S(=O)(=O)N1CCOCC1	-11
CCCCc1nc2sc3c(NCCN4CCOCC4)ncnc3c2c2c1COC(C)(C)C2	8
CC(=O)NC(CCS(C)(=O)=O)C(=O)Nc1ccc2c(c1)OCCO2 (stereo unspecified)	-4&9
Cc1c(NC(=O)COc2ncnc3ccccc23)c(=O)n(-c2ccccc2)n1C	-11
Cn1c(=O)c2c(nc(CN3CCOCC3)n2CC(=O)c2ccccc2)n(C)c1=O	3
CCc1ccccc1NC(=O)c1cnn2c1NC(c1cc(OC)c(OC)c(OC)c1)CC2C(F)(F)F (stereo unspecified)	5
CCOc1ccc(S(=O)(=O)N(C(=O)c2ccccc2)c2ccc3oc(C)c(C(=O)OC)c3c2)cc1	-56
COc1nc2c(s1)C(=O)NCCC2	-9

A draw from above in order of length of the SMILES, smallest number first:
SMILES	14-3-3 PPI
CC1CCCC(NC(=O)CN2C(=O)COc3ccccc32)C1C (stereo unspecified)	-4
CC(=O)NC(CCS(C)(=O)=O)C(=O)Nc1ccc2c(c1)OCCO2 (stereo unspecified)	-4&9
CCOCCn1cnc2sc(C(=O)N3CCN(c4ccc([N+](=O)[O-])cc4)CC3)c(C)c2c1=O	-3

More structures.
SMILES	14-3-3 PPI
NC(=O)CSc1oc(-c2ccc(F)cc2)nc1S(=O)(=O)c1ccc(Cl)cc1	-98
O=C(NCCCO)c1c(O)c2cccc3c2n(c1=O)CC3	2
C=CCSc1ncnc2c1sc1nc(N3CCOCC3)c3c(c12)CCCC3	-10
Cc1ccc(C2CC(c3ccccc3F)n3ncnc3N2)cc1 (stereo unspecified)	-1
COc1ccc(OC)c(NC(=O)Cn2cc(C(=O)c3ccco3)c3ccccc32)c1	-2
O=C(O)CCc1ccc(-c2ccc(Cl)cc2)n1Cc1ccco1	-20
CC1=C(C(=O)Nc2ccc(C)cn2)C(c2ccccc2C)C2=C(CCCC2=O)N1 (stereo unspecified)	3
Cc1noc(C)c1COC(=O)c1cccc(S(=O)(=O)N2CCCCCC2)c1	2
Cc1cn([C@H]2C[C@H](N=[N+]=[N-])[C@@H](CO)O2)c(=O)[nH]c1=O	-8
O=C1CCCC2=C1C(c1ccc(F)cc1)n1nc(SCc3ccccc3F)nc1N2 (stereo unspecified)	7
CCCSc1nc(C)c(CC(=O)O)c(=O)[nH]1	3
Cc1onc(-c2ccccc2)c1C(=O)N1CCN(S(=O)(=O)c2ccc3c(c2)OCCO3)CC1	5
CCNc1nc(Oc2ccc(=O)[nH]n2)nc(SC)n1	-4
CCCCC(CC)C(=O)Nc1ccc(F)c([N+](=O)[O-])c1 (stereo unspecified)	0
COc1ccc(S(=O)(=O)N=C2C=C(Nc3cccc(C)c3)C(=O)c3ccccc32)cc1	-37
CC(C)CC1(C(=O)O)NC(c2cc(Br)ccc2O)C2C(=O)N(c3ccccc3)C(=O)C21 (stereo unspecified)	4
O=C(NCCc1nc2ccccc2[nH]1)c1cc([N+](=O)[O-])ccc1Cl	-11
COCCNc1nc(SCC(=O)N2CCN(c3ccccc3)CC2)nc2ccccc12	-7&-3
CC(C)(C)c1cc(CN2CCCC(O)C2)c(O)c(C(C)(C)C)c1 (stereo unspecified)	5
COC(=O)c1ccc2c(=O)n(CC3COc4ccccc4O3)c(=S)[nH]c2c1 (stereo unspecified)	-4
CCN1CNC(=S)N(CCc2ccccc2)C1	0
CCCCOc1ccc2c3c(c(=O)oc2c1C)CCC3	-4
COc1ccccc1N1CCN(C(=O)CN(c2ccc(Br)cc2)S(=O)(=O)c2ccccc2)CC1	6
CC(C)COC(=O)N(C)c1ccc(C(O)(C(F)(F)F)C(F)(F)F)cc1	1
O=C(c1ccccc1)N(Cc1cccs1)C1CCS(=O)(=O)C1 (stereo unspecified)	0
COc1ccccc1CNc1ccc(C(=O)Nc2ccc(C)c(F)c2)cc1[N+](=O)[O-]	-11
CC(=O)c1cc2c(cc1NC(=O)Nc1cccc(Cl)c1)OCCO2	2
CCOc1ccc(NC(=O)c2ccc(OC(=S)N(C)C)cc2)cc1	3
COc1ccc(OC)c(NC(=O)CSc2ncccc2C(=O)O)c1	-8&-5
O=C1CSC2(CCCCC2)N1c1cccc(C(F)(F)F)c1	3
c1ccc2sc(N3CCN(Cc4nnnn4CC4CCCO4)CC3)nc2c1 (stereo unspecified)	1
CCN1C(C(=O)c2ccccc2)=C(NC(=O)c2ccc(C)cc2)c2ccccc2S1(=O)=O	0
Fc1ccc(CN2CCN(C3c4ccccc4-c4ccccc43)CC2)cc1	3
COc1cc(C(=O)Nc2c3c(nn2-c2ccc([N+](=O)[O-])cc2)CSC3)cc(OC)c1OC	-3
Cc1ccc(-c2cc(C(=O)Nc3ncccn3)c3ccccc3n2)cc1C	-34
CCn1cc(C(=O)O)c(=O)c2cc(F)c(N3CCNCC3)cc21	2
CC(=O)c1ccc(N2CCCCCC2)c(F)c1	-2
CCOc1ccc(NC(=O)CCn2c(=O)[nH]c3ccsc3c2=O)cc1	-15
CCn1c(SCc2ccc(Br)cc2)nnc1-c1ccncc1	-3
COc1ccc(NC(=O)Nc2nc3c(s2)CCCC3)cc1	5
CCc1cc(=O)oc2cc(C)c(CN3CCCC3)c(O)c12	-29
CN(C)CCN1CC(C(=O)O)CC1=O (stereo unspecified)	8
CCn1ccc(C(=O)Nc2sc(C(=O)OC)c(C)c2C(=O)OC)n1	7
Cc1ccc(N2C(=O)c3cc(N4CCN(c5ccccc5Cl)CC4)c([N+](=O)[O-])cc3C2=O)cc1	-3
O=C(O)c1cc(-c2ccco2)nc2ccc(Br)cc12	-18
C=CCn1c(SCc2ccc(Cl)cc2)nc2cc(C(=O)N3CCOCC3)ccc2c1=O	1
O=C(Nc1ccccc1SC(F)F)NS(=O)(=O)c1ccccc1Cl	-1
COc1ccc(OC)c(C(=O)c2oc3ccccc3c2NC(C)=O)c1	-10
COc1cc(NC(=O)c2sc3ncnc(N4CCC(C)CC4)c3c2C)cc(OC)c1OC	-4
Clc1ccc(-n2nnnc2-c2ccccc2)cc1	4
Cn1cc(SCC(=O)NCC2CCCO2)c2ccccc21 (stereo unspecified)	2
CCOC(=O)c1c(NC(=O)c2ccc([N+](=O)[O-])cc2)sc2c(NC(=O)c3ccc([N+](=O)[O-])cc3)cccc12	-3
COc1cccc2cc(-c3cn(-c4cccc(Br)c4)c(=S)[nH]3)c(=O)oc12	-50
CCOC(=O)Cc1csc(NC(=O)c2c(O)c3cccc4c3n(c2=O)CC4)n1	-13
CC1CCCCN1C(=O)c1cnn2c(C(F)(F)F)cc(-c3ccc(Br)cc3)nc12 (stereo unspecified)	8
CCOC(=O)C1=NNC(C(=O)c2ccc(OC)cc2)C1c1ccccc1Cl (stereo unspecified)	-4
O=C(CCS(=O)(=O)c1ccc(Br)cc1)N1CCN(Cc2ccccc2)CC1	-10
CC1(C)OC(=O)C(=CNc2cccc(O)c2)C(=O)O1	-3
CN(CCCNC(=O)c1cc2c(=O)[nH]c3ccccc3c2n1C)Cc1ccccc1	-7
COc1ccc(OC)c(CN(CCCN2CCOCC2)S(=O)(=O)c2ccc(NC(C)=O)cc2)c1	-7

Compounds listed so far containing a Cl atom:
SMILES	14-3-3 PPI
COc1cc2c(cc1OC)C(COc1ccc(F)cc1)N(C(=O)c1ccc(Cl)cc1)CC2 (stereo unspecified)	-2
COc1cccc(-n2ccnc2SCC(=O)Nc2cc(C(F)(F)F)ccc2Cl)c1	-11
CCN1C(=O)/C(=C\N2CCN(c3cccc(Cl)c3)CC2)SC1=S	7
CCOC(=O)c1nn(-c2ccc(Cl)cc2)c(=O)c2c(NC(=O)c3cccc(OC)c3OC)scc12	-2
NC(=O)CSc1oc(-c2ccc(F)cc2)nc1S(=O)(=O)c1ccc(Cl)cc1	-98
O=C(O)CCc1ccc(-c2ccc(Cl)cc2)n1Cc1ccco1	-20
O=C(NCCc1nc2ccccc2[nH]1)c1cc([N+](=O)[O-])ccc1Cl	-11
CC(=O)c1cc2c(cc1NC(=O)Nc1cccc(Cl)c1)OCCO2	2
Cc1ccc(N2C(=O)c3cc(N4CCN(c5ccccc5Cl)CC4)c([N+](=O)[O-])cc3C2=O)cc1	-3
C=CCn1c(SCc2ccc(Cl)cc2)nc2cc(C(=O)N3CCOCC3)ccc2c1=O	1
O=C(Nc1ccccc1SC(F)F)NS(=O)(=O)c1ccccc1Cl	-1
Clc1ccc(-n2nnnc2-c2ccccc2)cc1	4
CCOC(=O)C1=NNC(C(=O)c2ccc(OC)cc2)C1c1ccccc1Cl (stereo unspecified)	-4

Source: PubChem BioAssay (Emory University Molecular Libraries Screening Center)
